SIRT5 block: inhibitors of human sirtuin-5 desuccinylase. 1.1% of 330,000 active. Q9NXA8. inhibition, % at 15 µM. Purified SirT5, succinyl-peptide AMC, trypsin-coupled fluorescence; in the data active means inhibition above about 15%; inconclusive means no clear call, values can overlap the other calls
Target sequence (Q9NXA8 whole entry, looked up): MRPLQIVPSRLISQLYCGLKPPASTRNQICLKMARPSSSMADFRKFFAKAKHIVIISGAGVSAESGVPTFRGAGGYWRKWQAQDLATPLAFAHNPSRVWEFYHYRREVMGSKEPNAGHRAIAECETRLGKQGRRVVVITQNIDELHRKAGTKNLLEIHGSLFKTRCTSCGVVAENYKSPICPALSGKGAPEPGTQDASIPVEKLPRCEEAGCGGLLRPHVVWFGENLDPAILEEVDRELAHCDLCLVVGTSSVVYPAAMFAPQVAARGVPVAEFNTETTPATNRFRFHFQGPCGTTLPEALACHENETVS
ERAP1 inh: ERAP1 (human) enzyme inhibition; inhibition, % at 10.7 µM; 0.15% of 340,000 active; recombinant ERAP1, Leu-AMC fluorescence, 60 min; AID 652197;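 active means mean replicate inhibition of at least 30%, or all replicates individually reaching that 30% level; inactive means mean below 30% and not every replicate reaching it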;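 further: 0% = neutral control wells and 100% = L-leucinethiol positive control wells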
XiGFP reactiv: X-chromosome reactivation activator. XiGFP mouse fibroblasts, % GFP-positive cells imaging, 3 d; cells co-treated with 5-aza-dC sensitizer; scaled so ellipticine positive control = 100%. activation, % at 7.58 µM. 0.055% of 360,000 active. AID 743238;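 active means mean normalized replicate activation at least 10% and every replicate at or above 10%; inconclusive means only one of the two criteria met; inactive means mean below 10% and not all replicates reach 10%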;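 further: 0% = median of on-plate neutral control wells and 100% = ellipticine 6 µM median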
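System: 68-5-11 XiGFP fibroblast line | Buffer or medium: DMEM containing 5-aza-dC | Compound: Single point | Times: Compounds 3 days, fix/stain 15 min at room temperature | Benchmarks: Positive control ellipticine, 6 µM final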
PGC1a acetyl inh: modulators of PGC1a acetylation; U2OS PGC1a acetylation, AlphaScreen anti-acetyl-lysine; with virally co-expressed GCN5 acetyltransferase; inhibition, % at 15.6 µM; 0.17% of 350,000 active;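 active means every replicate shows inhibition of at least 40%; inconclusive means mean inhibition at least 40% but some replicate below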;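 further: 0% = neutral control wells and 100% = positive control wells; some results beyond the cut were filed as inactive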
S100A4 inh HTS: S100A4-myosin IIA interaction inhibition | inhibition, % at 10.7 µM | 0.14% of 360,000 active | S100A4/TAMRA-MyoIIA peptide fluorescence polarization;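 active means mean inhibition of at least 70% across replicates, with every replicate also reaching that level; inconclusive means mean inhibition reaches 70% but some replicates fall short; inactive means mean inhibition below 70%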
Target sequence (P26447 whole entry, looked up): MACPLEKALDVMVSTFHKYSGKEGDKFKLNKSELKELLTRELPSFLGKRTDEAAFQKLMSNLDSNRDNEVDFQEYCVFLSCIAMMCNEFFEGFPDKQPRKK
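Assay system: human S100A4 monomer with TAMRA-labelled myosin IIA peptide / Buffer or medium: Calcium-containing HEPES buffer, pH 7.2 / Reagent: TAMRA-labelled myosin IIA heavy-chain peptide probe, 5 nM / Compound: one dose per compound / Timing: polarization read 5 min after assay mix addition, stable 5–60 min / Benchmarks: neutral control DMSO, positive control TFP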
Cneo AK release: causes C. neoformans cell lysis | adenylate kinase release luminescence, 4 h; normalised: neutral wells 0, clomiphene wells 100 | lysis activity, % at 15 µM | 0.2% of 360,000 active;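 active means mean lysis activity across replicates of at least 80%, whatever share of replicates individually reach that level; inactive means mean lysis activity below 80%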
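read-out = cell lysis signal | test system = log-phase Cryptococcus neoformans yeast cells | input = cells at 5 × 10^6 per mL | medium = fresh YPD growth medium | signal = luminescent adenylate kinase detection reagent | timing = 4 h at 37 °C static, read 1 h later | dosing = single dose | controls = Clomiphene as positive lysis control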
C2C12 statin: suppressors of simvastatin-induced myotoxicity in C2C12 myotubes. ATP luminescence, 48 h; scaled: DMSO 0, geranylgeraniol control 100. rescue of ATP level, % at 7.49 µM. 0.78% of 330,000 active. AID 602340;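 active means mean ATP rescue above about 67%, or every replicate alone reaching that limit, limit read from the data, passing the limit was not always enough; inconclusive means no clear call, values can overlap the other calls; inactive means mean under the limit and some replicate under it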;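 further: myotubes were challenged with 10 µM simvastatin during compound exposure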
LGR2 antag: inhibitors of bursicon-induced Drosophila LGR2 receptor cAMP signaling; HEK293 LGR2, CRE-luciferase, bursicon-stimulated, 4 h; inhibition, % at 9.99 µM; 0.35% of 380,000 active;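 active means drop in luminescence signal, shown as inhibition above about 50% in the replicate tests, limit read from the data, passing the limit was not always enough; inconclusive means probably only some replicates passing the limit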;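 further: agonist challenge used bursicon conditioned medium at about half maximal strength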
* marks the source's active call; other numbers are inactive results; u = inconclusive; x = no result given. Only part of the results is shown (hit frequency here may not be typical).

Sample of the layout (two entries):
#	structure	SIRT5 block	ERAP1 inh	XiGFP reactiv	PGC1a acetyl inh
1	COc1ccc2[nH]cc(CC(=O)O)c2c1	1	1	x	0
2	CCOc1ccc(OCC)c(NC(=O)CCS(=O)(=O)c2ccc(C)cc2)c1	-2	-8	0.2	-13

#	S100A4 inh HTS	Cneo AK release	C2C12 statin	LGR2 antag
1	2	9	-5	x
2	-5	-1	11	6

All compounds of this part, from the start:
#	structure	SIRT5 block	ERAP1 inh	XiGFP reactiv	PGC1a acetyl inh
1	COc1ccc2[nH]cc(CC(=O)O)c2c1	1	1	x	0
2	CCOc1ccc(OCC)c(NC(=O)CCS(=O)(=O)c2ccc(C)cc2)c1	-2	-8	0.2	-13
3	CC1CCCN(c2cc3c(cc2[N+](=O)[O-])C(=O)N(c2ccccc2)C3=O)C1 (stereo not drawn)	x	x	0.2	9
4	C[C@H]1CN([C@@H](C)CO)C(=O)c2cc(NC(=O)C3CC3)ccc2O[C@@H]1CN(C)S(=O)(=O)c1cccs1	-4	-2	0.7	9
5	CCOC(=O)NC(=O)COC(=O)c1cccc2ccccc12	0	-1	-0.2	2
6	Cc1ccccc1N(C(=O)c1ccccn1)C(C(=O)NCc1ccccc1)c1cccnc1 (stereo not drawn)	-3	0	0.0	x
7	Cc1ccc(CCN2C(=O)CCC2(C)C(=O)NC2CCCC2)cc1 (stereo not drawn)	-2	-3	0.2	-6
8	O=C(CSc1nnc(NC(=O)c2ccco2)s1)Nc1ccccc1Br	2	2	0.1	24

#	S100A4 inh HTS	Cneo AK release	C2C12 statin	LGR2 antag
1	2	9	-5	x
2	-5	-1	11	6
3	x	1	x	-16
4	3	0	9	4
5	-4	x	x	10
6	-13	-2	-3	14
7	-4	0	2	2
8	-1	3	5	-4

More compounds:
#	structure	SIRT5 block	ERAP1 inh	XiGFP reactiv	PGC1a acetyl inh
9	COc1ccc(NC(=O)c2cccc(Oc3ccccc3)c2)cn1	1	0	0.2	x
10	O=C(NCc1ccccc1)c1nc(S(=O)(=O)Cc2ccccc2)ncc1Cl	-1	-4	0.9	-1
11	COc1ccccc1NC(=O)N1CC(=O)N2[C@@H](CO)[C@@H](c3ccc(C#CC(C)C)cc3)[C@@H]2C1	-1	3	0.1	2
12	CC1(c2ccccc2Cl)NC(=O)N(CC(=O)Nc2ccc(N3CCOCC3)cc2)C1=O (stereo not drawn)	-2	2	0.0	x
13	C[C@@H]1CCCCO[C@@H](CN(C)C(=O)Nc2ccccc2)[C@H](C)CN([C@H](C)CO)C(=O)c2cc(NC(=O)Nc3ccc(F)cc3)ccc2O1	2	-4	0.1	-2
14	COC(=O)C[C@H]1C[C@@H]2c3cc(NS(=O)(=O)c4cccc(OC)c4)ccc3O[C@@H]2[C@H](CO)O1	-5	1	0.2	15
15	C=CCN(Cc1ccc(OC)c(OC)c1)C(=O)N1CCOCC1	0	-3	0.3	5
16	O=C(c1ccccn1)N1CC[C@@H]2[C@H](CO)Nc3ccc(-c4ccccc4)cc3[C@@H]21	-15	0	0.1	-6

#	S100A4 inh HTS	Cneo AK release	C2C12 statin	LGR2 antag
9	0	-1	-58	-21
10	-6	0	-574	3
11	-5	x	x	19
12	4	0	0	-6
13	-4	0	x	12
14	-4	-6	1	-7
15	24	3	2	-1
16	10	0	5	-27

(cont.)
#	structure	SIRT5 block	ERAP1 inh	XiGFP reactiv	PGC1a acetyl inh
17	CCCC#Cc1ccc([C@@H]2[C@H](CO)N3CCCCN(CC4CC4)C[C@@H]23)cc1	-9	-4	0.4	-26
18	Cc1cccc(OC(=O)c2cncc(Br)c2)c1	-4	0	0.1	x
19	O=C(C[C@H]1CC[C@@H]2[C@H](COC[C@@H](O)CN2C(=O)c2cccnc2)O1)NCc1ccc(-c2ccccc2)cc1	-2	1	0.1	-1
20	COc1ccc(CC(=O)Nc2cccc(S(=O)(=O)N3CCOCC3)c2)cc1OC	1	4	0.0	-9
21	CCc1ccc(NC(=O)CSc2nc(O)cc(=O)n2C2CCCC2)cc1	0	-3	0.1	-3
22	CC(C)CC#Cc1cnc2c(c1)C(=O)N([C@H](C)CO)C[C@H](C)[C@H](CN(C)C(=O)c1cccnc1)O2	6	0	0.0	-2
23	C[C@H]1CN([C@@H](C)CO)C(=O)c2cc(NS(C)(=O)=O)ccc2O[C@H]1CN(C)S(=O)(=O)c1cn(C)cn1	-11	1	0.0	7
24	O=C1CC(c2ccc(F)cc2)Cc2nc(N3CCN(c4ccccc4)CC3)ncc21 (stereo not drawn)	x	x	x	-5

#	S100A4 inh HTS	Cneo AK release	C2C12 statin	LGR2 antag
17	1	-3	x	-10
18	-3	x	x	-5
19	-27	-1	-17	-20
20	-3	-1	-9	4
21	-1	x	x	-5
22	-6	82*	3	-12
23	-2	-1	7	-1
24	x	-1	10	-28

Looked up above.
Result of `C[C@H]1CN([C@@H](C)CO)C(=O)c2cc(NS(C)(=O)=O)ccc2O[C@H]1CN(C)S(=O)(=O)c1cn(C)cn1` in XiGFP reactiv: 0.0
Result of `Cc1cccc(OC(=O)c2cncc(Br)c2)c1` in SIRT5 block: -4
Result of `O=C1CC(c2ccc(F)cc2)Cc2nc(N3CCN(c4ccccc4)CC3)ncc21` (stereo not drawn) in C2C12 statin: 10

Later entries
#	structure	SIRT5 block	ERAP1 inh	XiGFP reactiv	PGC1a acetyl inh
25	C/C=C/c1ccc2c(c1)O[C@@H](CN(C)Cc1cccc(F)c1)[C@H](C)CN([C@@H](C)CO)S2(=O)=O	-1	1	-1.1	-4
26	CCC1=C(OC(=O)N(CC)CC)N2C(=O)OC(=NCCOC)[C@]2(Cc2ccccc2)[C@H]2C1=CC[C@H]1C(=O)N(C)C(=O)[C@H]12	x	-1	0.1	-12
27	COc1ccccc1N1CCN(C(=O)C(C)NC(=O)c2cccc([N+](=O)[O-])c2)CC1 (stereo not drawn)	0	1	0.0	x
28	C[C@H](CO)N1C[C@H](C)[C@@H](CN(C)Cc2ccc(O)cc2)OCc2cn(nn2)CCCC1=O	x	x	0.1	-13
29	CCCCCCNC(=O)O[C@H]1Cn2c(=O)ccc(=O)n2[C@@H]2CN(S(=O)(=O)c3ccc(C)cc3)C[C@]12O	0	x	0.1	15
30	COc1cccc(CN2CC(C(=O)NCCN3CCOCC3)CCC2=O)c1 (stereo not drawn)	-3	-2	0.0	0
31	C/C=C/c1ccc2c(c1)O[C@H](CN(C)C(=O)CN(C)C)[C@@H](C)CN([C@@H](C)CO)S2(=O)=O	-4	0	-1.1	13
32	COc1ccc(-c2ccc([C@@H]3[C@H]4CN(C(=O)c5cccnc5)CC(=O)N4[C@H]3CO)cc2)cc1	-5	1	0.2	6

#	S100A4 inh HTS	Cneo AK release	C2C12 statin	LGR2 antag
25	-29	-11	-46	9
26	-3	-1	-3	0
27	-2	10	-1	10
28	x	x	-4	-8
29	-7	2	-8	38
30	-8	-1	13	4
31	-2	2	3	-5
32	9	x	x	-17

Following part:
#	structure	SIRT5 block	ERAP1 inh	XiGFP reactiv	PGC1a acetyl inh
33	CCOC(=O)N1CCN(C(=O)c2ccc(-n3c(C)ccc3C)cc2)CC1	x	x	-0.1	4
34	CO[C@H]1CN(C)C(=O)c2ccc(NC(=O)C3CC3)cc2OC[C@@H](C)N(CCC(F)(F)F)C[C@H]1C	2	0	-0.6	x
35	COC(=O)c1ccc(NC(=O)c2ccc3nccnc3c2)cc1	1	-3	0.1	-12
36	Cc1noc(C)c1S(=O)(=O)Nc1ccc2c(c1)C(=O)N([C@H](C)CO)C[C@H](C)[C@@H](CN(C)C(=O)CCC(F)(F)F)OCCCC[C@@H](C)O2	0	-3	0.0	4
37	CCOc1ncccc1C(=O)OCC(=O)Nc1ccc(-c2nc3ccc(C)cc3s2)cc1	-4	-3	0.4	x
38	CC(C)CCNC(=O)CCn1c(=S)oc2ccccc21	x	x	0.0	-5
39	COC(=O)[C@@H]1[C@@H](CO)[C@@H]2Cn3c(ccc(-c4ccccc4)c3=O)[C@@H]2N1CCc1ccccc1	-3	-3	0.1	6
40	Cc1ccc(C2CC(c3ccco3)n3nc(N)nc3N2)cc1 (stereo not drawn)	x	-3	0.3	x

#	S100A4 inh HTS	Cneo AK release	C2C12 statin	LGR2 antag
33	x	2	4	16
34	7	0	-24	13
35	-4	0	8	-43
36	-19	-4	x	14
37	-1	x	x	x
38	x	-11	8	-2
39	6	0	19	-2
40	13	5	-2	8

The results go on.
#	structure	SIRT5 block	ERAP1 inh	XiGFP reactiv	PGC1a acetyl inh
41	CC(C)(C)c1ccc(NC(=O)c2ccc(=O)[nH]n2)cc1	-1	2	0.0	1
42	COc1cccc(/C=C2\SC(=O)N(CCC(=O)N3CCC(C(=O)O)CC3)C2=O)c1	2	8	0.1	x
43	CC(C)COC(=O)C1[C@H]2C(=O)N(Cc3cccs3)C[C@]23C=C[C@H]1O3 (stereo partly drawn)	x	x	x	2
44	CC1CC(C)CN(CCCNC(=O)Cc2c(C(=O)O)n(C)c3ccccc23)C1 (stereo not drawn)	-8	0	x	-4
45	Cc1cccc(S(=O)(=O)N2[C@@H]3CNC[C@H]2C3c2ccc(-c3cncnc3)cc2)c1 (stereo partly drawn)	-1	-2	0.1	x
46	CCOC(=O)C1=C(C)NC(=S)NC1c1ccc(OCC(=O)N2CCCCCC2)cc1 (stereo not drawn)	4	3	0.3	-3
47	COc1ccccc1N(CC(=O)NC1CCCCC1)C(=O)Cn1nnc(-c2ccc(C)o2)n1	-1	1	0.0	-4

#	S100A4 inh HTS	Cneo AK release	C2C12 statin	LGR2 antag
41	-1	-6	0	-63
42	-12	-3	-16	16
43	x	-3	-6	29
44	5	-5	2	11
45	-30	x	x	-13
46	-1	0	11	-2
47	7	-3	u	7

Limited to C2C12 statin, LGR2 antag and SIRT5 block (four entries from above):
#	compound	C2C12 statin	LGR2 antag	SIRT5 block
19	O=C(C[C@H]1CC[C@@H]2[C@H](COC[C@@H](O)CN2C(=O)c2cccnc2)O1)NCc1ccc(-c2ccccc2)cc1	-17	-20	-2
20	COc1ccc(CC(=O)Nc2cccc(S(=O)(=O)N3CCOCC3)c2)cc1OC	-9	4	1
21	CCc1ccc(NC(=O)CSc2nc(O)cc(=O)n2C2CCCC2)cc1	x	-5	0
22	CC(C)CC#Cc1cnc2c(c1)C(=O)N([C@H](C)CO)C[C@H](C)[C@H](CN(C)C(=O)c1cccnc1)O2	3	-12	6

Compound activity as filed in PubChem BioAssay.
